MIN6 prolif = inducers of beta-cell replication in MIN6 cells. MIN6 cells proliferation, ATPlite luminescence, 48 h; cells starved in 0.2% serum; 100% = growth in 10% serum. 0.29% of 330,000 active. proliferation, % at 10 µM. AID 2380;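 active means compounds whose signal lies at least 3.5 SD above the mean of all wells on their plate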;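 further: 0% = DMSO-treated cells in low-serum medium and 100% = 10% serum control; some compounds called inactive have numbers as strong as hits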
A3G deaminase = blocks human APOBEC3G single-stranded DNA deamination | Q9HC16 | recombinant A3G, ssDNA deamination FAM/TAMRA fluorescence | inhibition, % at 20 µM | 0.28% of 330,000 active | AID 493012;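 active means inhibition of at least 40% at 20 µM, with no more than 30% in the related APOBEC3A deaminase screen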;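 further: plate controls were DMSO wells with A3G for no effect and wells lacking A3G enzyme for full effect; some compounds called inactive have numbers as strong as hits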
hIAP activ = increases human intestinal alkaline phosphatase activity; 0.16% of 330,000 active; P09923; AID 2524; activation factor at 10 µM; purified human IAP, CDP-Star luminescence, 30 min; active compounds read high; 1 = vehicle-only enzyme, 0 = enzyme-free background;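 active means activation factor of the enzyme at least 2-fold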; further: the source names both 10 and 20 µM as test concentration; values of inactives mirror those of a sister screen read the other way
Target sequence (P09923 whole entry, looked up): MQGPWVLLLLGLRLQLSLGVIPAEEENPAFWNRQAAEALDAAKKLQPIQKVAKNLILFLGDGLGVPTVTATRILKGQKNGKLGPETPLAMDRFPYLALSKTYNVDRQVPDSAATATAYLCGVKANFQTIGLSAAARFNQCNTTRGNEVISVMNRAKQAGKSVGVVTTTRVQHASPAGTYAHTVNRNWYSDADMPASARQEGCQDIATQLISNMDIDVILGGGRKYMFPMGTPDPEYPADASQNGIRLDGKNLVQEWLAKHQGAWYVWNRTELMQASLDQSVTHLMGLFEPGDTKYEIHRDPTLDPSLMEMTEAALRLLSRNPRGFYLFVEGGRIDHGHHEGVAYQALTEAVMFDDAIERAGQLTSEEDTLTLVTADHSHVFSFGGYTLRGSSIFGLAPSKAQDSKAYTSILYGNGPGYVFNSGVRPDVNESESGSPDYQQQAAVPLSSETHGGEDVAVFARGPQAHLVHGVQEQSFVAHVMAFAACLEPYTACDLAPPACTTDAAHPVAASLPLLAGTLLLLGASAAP
mIAP block = blocks mouse intestinal alkaline phosphatase; AID 2806; inhibition, % at 10 µM; purified mouse IAP, CDP-Star luminescence, 30 min; 0.2% of 330,000 active;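 active means inhibition of at least 40% at 10 µM in the primary screen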;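 further: plate controls were DMSO with enzyme for no effect and no enzyme wells for full effect; values of inactives mirror those of a sister screen read the other way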
mIAP act = mouse IAP activation | muIAP, CDP-Star luminescence, 30 min; active compounds read high; 1 = vehicle-only enzyme signal, 0 = enzyme-free wells | activation factor at 10 µM | 0.24% of 330,000 active;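 active means activation factor of at least 2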; further: the source names both 10 and 20 µM as test concentration; values of inactives mirror those of a sister screen read the other way
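System: Mouse IAP enzyme | Also added: CDP-Star substrate | Dosing: Compounds dispensed in DMSO | Schedule: 30 min enzyme-substrate-compound incubation at room temperature | Technique: Chemiluminescence readout | Control set: DMSO-only wells and no-enzyme negative control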
NALP3 yeast inh = inhibitors of NALP3 inflammasome in yeast. Yeast reconstituted NLRP3/ASC/caspase-1, beta-gal luminescence, 24 h. inhibition, % at 10 µM. 0.39% of 330,000 active;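 active means inhibition of 50% or more; inactive means inhibition below 50%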;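 further: plate controls were induced DMSO wells for no effect and uninduced yeast grown without galactose for full effect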
hIAP block = blocks human intestinal alkaline phosphatase; P09923; purified IAP, CDP-Star luminescence, 30 min; 0.12% of 330,000 active; inhibition, % at 10 µM;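 active means inhibition reaching a set limit with compound at 10 µM in the primary screen, cut at about 35% in these data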;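 further: plate controls were DMSO wells with enzyme for no effect and no-enzyme buffer wells for full effect; values of inactives mirror those of a sister screen read the other way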
APOBEC3A inh = inhibitors of human APOBEC3A DNA deaminase; recombinant A3A, FAM/TAMRA ssDNA deamination fluorescence; inhibition, % at 20 µM; 0.41% of 330,000 active; AID 493011;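 active means at least 40% inhibition at 20 µM here, with at most 30% in a related deaminase screen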;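 further: plate controls were A3A with DMSO for no effect and wells lacking A3A enzyme for full effect; some results filed as inactive read as strong as hits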
Target sequence (P31941 whole entry, looked up): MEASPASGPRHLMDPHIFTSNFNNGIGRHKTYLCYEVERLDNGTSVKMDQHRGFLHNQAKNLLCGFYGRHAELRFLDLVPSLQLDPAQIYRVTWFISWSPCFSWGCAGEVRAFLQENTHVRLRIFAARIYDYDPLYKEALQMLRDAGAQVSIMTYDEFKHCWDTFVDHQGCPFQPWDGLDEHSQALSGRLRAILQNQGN
SENP1 inh = blocks the human SENP1 SUMO protease catalytic domain; Q9P0U3; recombinant SENP1 catalytic domain, CyPet-SUMO1-YPet FRET cleavage; inhibition, % at 10 µM; 0.21% of 360,000 active;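 active means inhibition at least 30% at 10 µM, raw YFP signal under a set limit, fluorescence ratio 0.5 to 1.5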;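 further: 0% = enzyme with DMSO and 100% = no enzyme wells; some results filed as inactive read as strong as hits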
Target sequence (Q9P0U3 419-644 limits assumed): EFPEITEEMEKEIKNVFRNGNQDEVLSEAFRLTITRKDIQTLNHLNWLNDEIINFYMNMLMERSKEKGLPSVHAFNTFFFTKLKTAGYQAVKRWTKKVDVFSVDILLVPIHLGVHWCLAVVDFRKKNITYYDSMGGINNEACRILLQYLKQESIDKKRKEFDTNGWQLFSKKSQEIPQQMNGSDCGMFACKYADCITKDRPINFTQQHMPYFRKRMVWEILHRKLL
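Assay system – human recombinant His6-tagged SENP1 catalytic domain enzyme · Input – SENP1 enzyme, 20 pM final · Buffer or medium – Tris pH 8 buffer plus EDTA, NaCl, BME, BSA, NP40, catalase · Schedule – 50 min reaction at room temperature · Technique – FRET read of cyan and yellow fluorescence · Control set – no-enzyme wells low, DMSO-plus-enzyme wells high control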
* hit, by the source's call; · = no result given.

SMILES	MIN6 prolif	A3G deaminase	hIAP activ	mIAP block	mIAP act	NALP3 yeast inh	hIAP block	APOBEC3A inh	SENP1 inh
Cc1nnc(SCC(=O)Nc2ccc3c(c2)OCCO3)n1N	-1	-2	1	-3	1	4	-4	7	0
Cc1ccc(C(=O)N2CCCC2)cc1S(=O)(=O)Nc1cccc(C)c1C	-1	-8	1.1	6	0.94	5	-9	-3	0
CCSc1nnc(NC(=O)c2c(-c3ccccc3Cl)noc2C)s1	0	0	0.84	11	0.89	24	16	3	0
CC(=O)c1cc2c(cc1NC(=O)CN1CCCCCCC1)OCO2	1	-5	1.1	8	0.92	-14	-10	-6	0
O=C(OCCN1CCOCC1)c1ccc(Cl)cc1Cl	-2	-1	0.98	0	1	21	2	-2	2
COc1ccc(CCNC(=O)C2CCN(C(=O)c3ccc(Br)cc3)CC2)cc1OC	-2	0	1.3	-10	1.1	18	-29	-1	2
Cc1nc2c(C#N)c(-c3ccc(Cl)cc3)ccn2n1	3	-12	1.1	-6	1.1	0	-11	4	0
CC(=C\c1ccccc1)/C=C1/SC(=O)N(CCCC(=O)Nc2ccc(C(=O)O)cc2)C1=O	-3	-1	0.98	4	0.96	6	2	0	2
Cn1ncc(Cl)c1C(=O)N1CCN(c2ccc(F)cc2)CC1	-4	-2	1.3	-10	1.1	-12	-29	-3	-1
O=C(Nc1nnc(Cc2ccc([N+](=O)[O-])cc2)s1)c1ccc2c(c1)OCO2	-1	-7	0.98	6	0.94	0	2	1	-2
O=C(NCCc1ccccc1)c1ccc(NC2=NC3CS(=O)(=O)CC3S2)cc1 (configuration not stated)	2	-5	1.1	3	0.97	5	-8	-6	1
O=[N+]([O-])c1cc(O)c2ncccc2c1	-5	-9	1.3	3	0.97	17	-27	-4	·
COc1ccc(NC(=O)CN(C)C(=O)CNC(=O)c2sc3ccccc3c2Cl)cc1	3	-4	0.92	20	0.8	14	8	1	2
Cc1cccc(-n2ccnc2SCC(=O)N2CCCc3ccccc32)c1C	0	-7	0.97	22	0.78	-5	3	-2	1
Cc1ccc(C(=O)NC(Cc2cccc(F)c2)C(=O)O)cc1 (configuration not stated)	·	-2	·	-8	1.1	·	·	2	-1
NC(=O)CSc1nnc(NC(=O)c2cccc(S(=O)(=O)N3CCCCC3)c2)s1	-2	-2	1.1	1	0.99	14	-8	3	-1
Cc1[nH]c2ccc(C(=O)Nc3ccncc3)cc2c1C	5	-8	0.94	1	0.99	17	6	-7	-2
COC(=O)Cn1cnc2c(cnn2-c2ccc(C)cc2)c1=O	-1	-6	0.94	2	0.98	7	6	-3	-2
COc1ccccc1NC(=O)CSCc1cc(=O)n2c(C)csc2n1	-2	3	1.1	-10	1.1	5	-7	1	1
Cc1cc(C)c(C#N)c(SCC(=O)NC2CC2)n1	-1	-7	1	34	0.67	-11	-2	-2	2
O=C(OCc1cc(=O)n2c(n1)sc1ccccc12)c1ccc(O)cc1O	-1	23	1	11	0.89	-4	-3	62*	-7
CCOC(=O)C1(Cc2ccccc2)CCCN(S(=O)(=O)N(C)C)C1 (configuration not stated)	-3	-7	1.2	-2	1	23	-17	-4	2
COc1cc(OC)cc(-c2nnc(SCC(=O)N3CCOCC3)o2)c1	1	-4	1.1	-2	1	5	-9	19	-3
CCC(=O)N1CCNC(=O)C1CC(=O)Nc1ccc(C)c(Cl)c1 (configuration not stated)	0	-6	1.1	0	1	-3	-6	0	2
CC1CCC(NC(=O)c2ccc(N3CCCC3=O)cc2)CC1 (configuration not stated)	-2	-9	0.91	6	0.94	9	9	-1	0
c1ccc2c3n(nc2c1)CCCO3	2	-11	1.1	0	1	14	-8	-2	-2
CSc1nnc(NC(=O)c2nc(S(=O)(=O)Cc3ccc(C)cc3)ncc2Cl)s1	-7	-4	0.99	3	0.97	22	1	-2	5
CCO/C=C1\SC(=S)N(c2ccc(Cl)cc2)C1=O	-2	-7	0.89	9	0.91	14	11	-4	-5
COCCNC(=O)c1ccc(C(=O)C(=O)c2ccccc2)cc1	0	-6	0.95	0	1	-1	4	-1	0
COc1ccc(OC)c(-n2c(=S)[nH]c3cc(C(=O)N4CCCCC4)ccc3c2=O)c1	-4	-3	0.95	-10	1.1	5	5	-4	0
CCC(=O)Nc1nnc(/C=C/c2ccc(OC)cc2)s1	1	-9	0.89	5	0.95	24	11	-1	-38
COc1cccc(-c2cccc(NC(=O)C3CCN(Cc4ccc(C)o4)CC3)c2)c1	-3	-3	0.94	-5	1.1	16	6	-8	-4
CSc1nc2c(c(=O)[nH]c(=O)n2C)n1CCCc1ccccc1	0	-8	1.1	7	0.93	10	-13	-1	2
CCN(C[C@H]1N[C@@](Cc2ccccc2)(C(=O)OC)[C@H]2C(=O)N(Cc3ccccc3)C(=O)[C@@H]12)S(=O)(=O)c1ccc(-c2ccccc2)cc1	-4	0	0.87	4	0.96	9	13	1	0
O=C(CSc1nc2ncccc2[nH]1)NCCc1ccccc1	1	-15	1.1	8	0.92	4	-10	-4	-6
CCOc1ccc(NC(=O)C2CCCN(S(=O)(=O)c3c(C)n[nH]c3C)C2)cc1 (configuration not stated)	2	0	1.2	-5	1.1	-19	-20	-1	1

An excerpt from above in order of the A3G deaminase value, ascending.
Compound	A3G deaminase	hIAP activ	mIAP block	mIAP act	NALP3 yeast inh	hIAP block	APOBEC3A inh	SENP1 inh
c1ccc2c3n(nc2c1)CCCO3	-11	1.1	0	1	14	-8	-2	-2
CC1CCC(NC(=O)c2ccc(N3CCCC3=O)cc2)CC1 (configuration not stated)	-9	0.91	6	0.94	9	9	-1	0
COCCNC(=O)c1ccc(C(=O)C(=O)c2ccccc2)cc1	-6	0.95	0	1	-1	4	-1	0
CCN(C[C@H]1N[C@@](Cc2ccccc2)(C(=O)OC)[C@H]2C(=O)N(Cc3ccccc3)C(=O)[C@@H]12)S(=O)(=O)c1ccc(-c2ccccc2)cc1	0	0.87	4	0.96	9	13	1	0

Going on with the list.
SMILES	MIN6 prolif	A3G deaminase	hIAP activ	mIAP block	mIAP act	NALP3 yeast inh	hIAP block	APOBEC3A inh	SENP1 inh
O=C(NC(=S)NCc1cccnc1)c1cccc2ccccc12	2	-6	0.95	10	0.9	-1	5	-2	2
COc1ccc(CNC(=O)[C@H](Cc2ccccc2)NC(=O)C2CCNCC2)cc1	-1	-4	1.2	-2	1	4	-16	-5	3
Cc1ccc2c(c1)NC(=O)C(CC(=O)NCCCN1CCc3ccccc3C1)O2 (configuration not stated)	-3	-2	1	-5	1.1	11	-2	1	-9
COc1ccc(NC(=O)Cn2c(C)cc(=O)c3ccccc32)cc1	0	-5	0.93	4	0.96	-1	7	-1	-1
Brc1ccc(Oc2nsnc2N2CCOCC2)cc1	-3	-4	0.79	6	0.94	-38	21	-1	0
COc1ccc(-c2nnc(SCC(N)=O)n2N)cc1	-1	-5	1	-9	1.1	2	-3	-4	0
CCOc1ccc(Nc2nc(CC(=O)OC)cc(=O)[nH]2)cc1	2	-1	1	0	1	12	-3	-1	1
COc1ccc(-c2nc(NC(=O)c3ccc(OCC(=O)Nc4ccc(F)cc4)c(OC)c3)sc2C)cc1	-5	-8	1	-1	1	15	-2	1	1
O=C(NC(=S)Nc1ccccc1)c1cccs1	-2	-6	0.93	3	0.97	37	8	-2	2
Cc1cc(N2C(=O)C(O)=C(C(=O)c3cc4ccccc4o3)C2c2ccc(Cl)cc2)no1 (configuration not stated)	-2	-4	1.1	2	0.98	13	-9	-5	-30
CN(C(=O)Nc1ccc(Cl)cc1Cl)[C@H]1c2cc(Br)ccc2OC[C@H]1CO	-4	-4	1.1	5	0.95	12	-6	-4	4
Cn1c(CCC(=O)O)nc2cc(S(=O)(=O)N3CCCC3)ccc21	4	-5	0.94	-1	1	-9	6	-5	3
O=C(NCC(=O)N1CCOCC1)c1ccc(Cl)c(Cl)c1	-1	3	1.1	8	0.92	12	-7	2	4
NS(=O)(=O)c1cccc(NC(=O)c2cccc(Oc3ccccc3)c2)c1	0	1	1	9	0.91	-26	-2	-3	1
CC1CCCC(C)N1/N=C/c1ccc(N(C)C)cc1 (configuration not stated)	3	2	1	-13	1.1	8	-2	-8	0
COc1ccc(-c2nc3c(c(SCC(=O)N4CCOCC4)n2)COC(C)(C)C3)cc1	-3	-5	0.94	5	0.95	17	6	-3	1
Cc1ccc(C)c(C(=O)CC2(O)C(=O)Nc3ccccc32)c1 (configuration not stated)	0	0	0.86	0	1	5	14	0	-2
CS(=O)(=O)N(CC(=O)N1CCCC1)c1ccc(OCc2ccccc2)cc1	-2	-7	1	-1	1	-7	-3	-5	0
O=C(NCCS(=O)(=O)NCc1ccc(Cl)cc1)c1ccccc1	-1	4	1.2	-3	1	17	-23	-5	0
CCn1c(N2CCN(S(=O)(=O)c3ccc(F)cc3)CC2)nc2ccccc21	-2	0	1.1	5	0.95	29	-8	2	0
COc1ccc(NS(=O)(=O)c2cccc(C(=O)N3CCCC(C)C3)c2)cc1 (configuration not stated)	-4	1	1	0	1	13	-1	1	0
COC(=O)C1=C(C)NC(=O)/C1=C\c1cc(C)n(-c2ccccc2F)c1C	2	-8	1	9	0.91	-2	-1	0	-6
Cc1cc(=O)oc2cc(OC(C)C(=O)Nc3ccc(C(N)=O)cc3)ccc12 (configuration not stated)	-2	-1	1.2	-2	1	20	-16	1	-1
Cc1ccc(S(=O)(=O)N2CCN(CC(O)c3ccccc3)CC2)cc1 (configuration not stated)	0	-4	0.98	2	0.98	7	2	-2	0
Cc1csc(=O)n1CCC(=O)OCC(=O)Nc1ncc(Cl)cc1Cl	5	-1	0.94	17	0.83	21	6	3	-3
O=C(CN1C(=O)c2ccccc2C1=O)Nc1ccccc1C(=O)NC1CCCCC1	-3	2	1.2	-10	1.1	12	-23	0	2
O=C(NCCC1=CCCCC1)c1ccc(CN2CCOCC2)cc1	1	3	1.1	0	1	25	-9	0	2
O=C(CN(C(=O)c1csnn1)c1ccc(F)c(Cl)c1)NC1CCCCC1	-1	-9	1	2	0.98	-12	-2	-4	0
Cc1oc2ccc(OCc3ccccc3Cl)cc2c1C(=O)O	3	-5	0.99	9	0.91	2	1	2	-3
C=C(C)CC1(NC(C)c2ccccc2)CCCCC1 (configuration not stated)	-2	1	1	7	0.93	15	-3	0	3
Cc1ccn(CCC(=O)NC2CC(C)(C)Cc3c2cnn3-c2ccccc2C)n1 (configuration not stated)	0	-4	1.1	1	0.99	4	-5	-4	-6
COc1cccc(NC(=O)CN(C)C(=O)c2c(C)nn(Cc3ccc(C)cc3)c2Cl)c1	-3	-7	1.1	-4	1	0	-10	-1	-2
Cn1nc(-c2ccc(Cl)cc2)c2cc(C(=O)NCCCN3CCCC3)sc21	-8	-4	0.91	2	0.98	11	9	-1	-2
Cc1cccc(OCCCC(=O)Nc2ccc(S(=O)(=O)Nc3nccs3)cc2)c1C	-3	-4	1.1	2	0.98	20	-8	5	-1
CC(=O)Nc1ccc(NC(=O)CSCc2ccccc2Cl)cc1	-3	-1	0.94	-8	1.1	0	6	-1	1
CCC(C)(C)NC(=O)c1ccc(S(=O)(=O)N2CCCCCC2)cc1	0	-3	1.2	-13	1.1	0	-20	0	-1
Cc1[nH]c2ccccc2c1SCc1n[nH]c(=S)n1C	1	34	1.1	-11	1.1	0	-11	-4	2

Assay outcomes (PubChem BioAssay)

This is a subset, so the mix of outcomes need not match the whole.
